# From PubChem
# RPL19A-GFP yeast: alters RPL19A-GFP fluorescence in TOR pathway yeast screen | S. cerevisiae RPL19A-GFP strain, flow cytometry, 3 h; hits give low values | percent response vs DMSO, % at 10 µM | hit rate 0.3% among 330,000 | AID 2025;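 active = percent response vs DMSO below 50%; inconclusive = fewer than 70 events counted for the yeast strain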;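 note: median channel GFP fluorescence of the barcoded RPL19A-GFP strain; ratio of sample median GFP to plate DMSO average so 100% = DMSO; lower means less RPL19A-GFP as with rapamycin TOR inhibition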
# CIT2 TOR yeast: alters CIT2-GFP fluorescence in TOR pathway yeast screen; S. cerevisiae CIT2-GFP strain, flow cytometry, 3 h; 100 means same as DMSO wells; GFP response vs DMSO, % at 10 µM; hit rate 0.065% among 320,000; AID 2029;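 active = GFP response relative to DMSO above a set limit, near the screen mean plus 3 SD, cut at about 150% in these data; inconclusive = Fewer than 70 cells measured for a yeast strain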;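 note: ratio of well median GFP fluorescence to mean of DMSO wells on the plate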
# LAP4-GFP MLPCN: modulators of TOR pathway LAP4-GFP in S. cerevisiae; S. cerevisiae LAP4-GFP multiplex, flow cytometry GFP, 3 h; median GFP as percent of DMSO wells; GFP response vs DMSO, % at 10 µM; hit rate 0.34% among 320,000;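 active = GFP response vs DMSO above a set limit, about the screen mean plus 3 SD, cut at about 150% in these data; inconclusive = under 70 cell events counted for the yeast strain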
# GRK2 aptamer HTS: inhibitors of human GRK2 displacing RNA aptamer | P25098 | bead flow cytometry, FAM-aptamer displacement from GRK2 | inhibition of aptamer binding, % at 10 µM | hit rate 0.59% among 330,000 | AID 488847;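 active = inhibition of aptamer binding above 40%, roughly 3 SD of noise, on plates passing a quality check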;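 note: median bead fluorescence of bound FAM aptamer so fluorescent compounds give negative values; no value below 0 was filed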
# Target sequence (P25098 whole entry, looked up): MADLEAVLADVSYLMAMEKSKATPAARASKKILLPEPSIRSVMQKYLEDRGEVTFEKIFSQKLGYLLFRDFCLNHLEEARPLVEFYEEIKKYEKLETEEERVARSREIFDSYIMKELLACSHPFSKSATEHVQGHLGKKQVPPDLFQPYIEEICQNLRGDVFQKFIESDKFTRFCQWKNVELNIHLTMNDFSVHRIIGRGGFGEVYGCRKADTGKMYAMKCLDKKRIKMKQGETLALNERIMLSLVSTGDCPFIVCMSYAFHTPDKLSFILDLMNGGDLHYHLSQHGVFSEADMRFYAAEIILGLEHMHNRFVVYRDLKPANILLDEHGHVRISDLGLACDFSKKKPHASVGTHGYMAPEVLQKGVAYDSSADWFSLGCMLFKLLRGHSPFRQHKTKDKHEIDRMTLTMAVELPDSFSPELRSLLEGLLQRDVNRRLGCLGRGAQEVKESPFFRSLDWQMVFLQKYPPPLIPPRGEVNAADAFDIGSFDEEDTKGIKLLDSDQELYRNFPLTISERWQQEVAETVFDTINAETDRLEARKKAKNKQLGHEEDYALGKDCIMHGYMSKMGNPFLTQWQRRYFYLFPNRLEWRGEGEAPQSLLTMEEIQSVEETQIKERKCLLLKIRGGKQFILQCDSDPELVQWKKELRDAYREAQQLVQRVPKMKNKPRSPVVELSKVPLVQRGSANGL
# GASC-1 inh: blocks human GASC-1 demethylase activity; AID 2099; GST-JMJD2C(1-420) H3K9me3 demethylation, DELFIA europium; hit rate 0.069% among 330,000; Q9H3R0; inhibition, % at 2.35 µM;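 active = more than half of a compound's replicate wells show inhibition beyond 50%, single wells judged on their own value; inconclusive = some, but no more than half, of replicates pass 50% inhibition; inactive = no replicate passes 50% inhibition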;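 note: signal counts dimethyl H3K9 product captured on neutravidin plate; 0% = median of DMSO wells and 100% = 0.3 times that DMSO median; strong numbers were not always called active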
# Target sequence (Q9H3R0 1-420 limits assumed): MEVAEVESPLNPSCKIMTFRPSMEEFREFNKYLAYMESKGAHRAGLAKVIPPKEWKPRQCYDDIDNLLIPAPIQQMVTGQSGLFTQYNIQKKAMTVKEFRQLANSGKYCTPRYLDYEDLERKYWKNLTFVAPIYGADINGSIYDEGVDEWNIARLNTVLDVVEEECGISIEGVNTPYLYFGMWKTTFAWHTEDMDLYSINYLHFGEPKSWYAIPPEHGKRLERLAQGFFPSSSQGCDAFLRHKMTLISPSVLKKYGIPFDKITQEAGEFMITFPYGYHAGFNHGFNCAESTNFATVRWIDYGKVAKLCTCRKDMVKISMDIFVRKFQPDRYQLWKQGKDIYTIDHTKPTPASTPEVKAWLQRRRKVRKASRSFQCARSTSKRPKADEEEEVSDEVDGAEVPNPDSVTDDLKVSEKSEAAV
# AGP1-GFP MLPCN: modulators of TOR pathway AGP1-GFP in S. cerevisiae; GFP response vs DMSO, % at 10 µM; S. cerevisiae AGP1-GFP multiplex flow cytometry, 3 h; GFP as percent of DMSO wells; hit rate 0.02% among 320,000; AID 2066;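 active = GFP response relative to DMSO above a set limit, near screen average plus 3 SD, cut at about 150% in these data; inconclusive = fewer than 70 cells counted for the yeast strain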;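 note: median GFP channel fluorescence of the gated AGP1 strain per well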
# VLA-4 inh: inhibition in a human VLA-4 binding assay | inhibition, % (about 7 µM as worked out from the volumes in the protocol) | hit rate 0.2% among 330,000 | P13612 | AID 2557 | VLA-4 expressing cells, ligand binding flow cytometry; in the data active = inhibition above about 50%
# MEP2 TOR yeast: modulators of TOR pathway MEP2-GFP in S. cerevisiae; GFP response vs DMSO, % at 10 µM; AID 2016; S. cerevisiae MEP2-GFP strain, flow cytometry GFP, 3 h; 100% = DMSO control level; hit rate 0.51% among 330,000;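 active = GFP response versus DMSO above a set limit, roughly screen mean plus 3 SD, cut at about 180% in these data; inconclusive = fewer than 70 cells counted for a yeast strain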;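 note: median GFP fluorescence of the barcode-gated MEP2-GFP cells per well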
# Starred values were filed as active, the others as inactive; i = inactive; ? = inconclusive; . = not tested or not shown; & = joins results of further samples.
SMILES,RPL19A-GFP yeast,CIT2 TOR yeast,LAP4-GFP MLPCN,GRK2 aptamer HTS,GASC-1 inh,AGP1-GFP MLPCN,VLA-4 inh,MEP2 TOR yeast
O=C(CN1CCC(NC(=O)c2ccccc2F)CC1)NCc1ccc(F)cc1,97,92,.,0,-2,95,2,94
Cn1c2ccccc2c(=O)c2ccc(C#CC3(O)CCCCC3)cc21,94,97,127,0,2,91,-2,100
CCOC(=O)C1=C(O)C(Nc2nc3ccccc3s2)(C(F)(F)F)N=C1C (stereo not drawn),100,101,95,3,-7,107,29,101
Cc1ccccc1C(=O)Nc1ccc(S(=O)(=O)Nc2onc(C)c2C)cc1,99,102,101,2,2,107,-7,97
CCC(=O)Nc1ccc(-c2ccc(NC(=O)CC)c(OC)c2)cc1OC,93,75,113,1,-12,92,18,107
CCCc1cc(=O)oc2cc(C)cc(OCC(=O)NC(Cc3c[nH]c4ccc(O)cc34)C(=O)O)c12 (stereo not drawn),94,97,100,2,?,99,-6,115
O=C(CSc1nnc(-c2ccc(O)cc2)n1-c1ccccc1)CC(=O)Nc1ccccc1,105,101,101,92*,2,104,6,109
CCOc1ccc(OCCN2CCCCC2)cc1,94,91,88,0,7,98,4,90
Cc1cc(C)c2c(CN3CCN(C)CC3)cc(=O)oc2c1,85,92,86,0,4,88,3,89
Cc1cc(C)n2c(SCC(=O)Nc3cc(C)on3)nnc2n1,99,99,96,0,11,96,-1,100
Cc1c(NC(=O)c2cc(Br)ccc2Cl)cccc1-n1cnnn1,98,98,110,1,-7,109,3,106
CC(C)(C)c1ccc(C(=O)Nc2ccc(O)c3c(=O)cc(-c4cccc(Cl)c4)oc23)cc1,94,83,116,2,21,77,-7,87
Cn1cc(-c2nnnn2-c2ccc(Cl)cc2)c(C(F)(F)F)n1,102,99,104,2,2,104,6,105
Cc1onc(-c2ccccc2Cl)c1C(=O)Nc1cnn(Cc2ccccc2)c1,101,102,97,2,53,104,19,98
Cc1cc(S(=O)(=O)N(Cc2ccccc2Cl)c2ccc3c(c2)CCC3)ccc1-n1cnnn1,102,105,96,4,-21,101,3,109
Cc1ccc2c(c1)NC(=O)C(CC(=O)NCCN(C)C)O2 (stereo not drawn),98,101,107,0,6,103,14,101
O=C(NC(Cc1ccccc1)C(=O)O)c1ccco1 (stereo not drawn),99,100,101,0,15,105,11,102
CCOC(=O)c1c(N2C(=O)Nc3ccccc3N2O)sc2c1CCCC2,104,91,91,1,7,85,-4,93
O=C(O)c1ccc(Nc2ccc([N+](=O)[O-])c3nonc23)cc1,97,107,103,0,-11,90,-4,128
CCOC(=O)c1cc(-c2csc(Nc3ccccc3Cl)n2)on1,98,101,103,1,.,101,4,99

# At a glance, part of the list above:
SMILES,RPL19A-GFP yeast,CIT2 TOR yeast,LAP4-GFP MLPCN,GRK2 aptamer HTS,GASC-1 inh,AGP1-GFP MLPCN,VLA-4 inh,MEP2 TOR yeast
O=C(O)c1ccc(Nc2ccc([N+](=O)[O-])c3nonc23)cc1,97,107,103,0,-11,90,-4,128
CCOC(=O)c1cc(-c2csc(Nc3ccccc3Cl)n2)on1,98,101,103,1,.,101,4,99

# (list continues)
SMILES,RPL19A-GFP yeast,CIT2 TOR yeast,LAP4-GFP MLPCN,GRK2 aptamer HTS,GASC-1 inh,AGP1-GFP MLPCN,VLA-4 inh,MEP2 TOR yeast
Cc1cccc(C)c1-n1c(C)nn(CC2CC2)c1=O,101,129,100,0,5,115,0,107
CC(C)c1ccc(OCC(=O)N2CCCCCC2)c(Br)c1,108,98,92,0,8,100,18,104
Cc1cccc(N2CCN(C(=O)c3cc(S(=O)(=O)N(C)C)ccc3N3CCCC3)CC2)c1C,96,95,103,0,-10,101,1,100
COc1cccc(-n2c(=O)c3c(C)c(C(=O)N(C)C)sc3n(CC(=O)NCCc3ccc(OC)c(OC)c3)c2=O)c1,99,114,109,0,3,122,9,101
O=C(Cn1ncn2c(cc3sccc32)c1=O)NC1CCCC1,99,99,102,6,-4,100,-1,110
O=C(c1ccncc1)c1nccn1-c1ccccn1,100,106,96,0,3,96,27,99
O=C(c1cccc(Oc2ccc([N+](=O)[O-])cc2)c1)N1CCOCC1,94,94,89,4,1,97,9,89
CCC(C)NC(=O)CSc1nc2ccccc2c(=O)n1CCCN1CCCCC1 (stereo not drawn),103,98,88,1,-4,98,16,103
NC(=S)Nc1ccc(Oc2ccc(NC(N)=S)cc2)cc1,100,102,104,0,-9,103,23,100
O=c1[nH]c(CSc2ccccn2)nc2c1cnn2-c1ccccc1,107,103,98,4,0,92,10,103
Cc1cc(C)c(S(=O)(=O)NCc2csc(C)n2)c(C)c1,105,96,95,4,-5,95,6,110
O=C(O)C1C2C=CC(C2)C1C(=O)NCCc1ccccc1 (stereo not drawn),107,93,96,0,-6,110,-12,106
O=C1COc2ccc(C(=O)COC(=O)c3ccccn3)cc2N1,92,88,100,1,-5,96,-2,91
CCOc1ccccc1NC(=O)c1cc(C(=O)Nc2ccccc2OCC)cc(N2C(=O)CCC2=O)c1,105,110,108,0,-6,100,6,112
CN1CCN(C(=O)c2cc3sc4ccccc4c3s2)CC1,94,95,96,1,-3,98,2,92
O=C1C(=O)N(CCCc2ccccc2)c2ccccc21,107,101,103,3,8,101,18,104
Cc1ccc(C(=O)Nc2ccc(S(=O)(=O)N3CCOCC3)cc2)cc1,97,107,107,2,9,101,5,110
COc1cc(/C=C2\SC(=Nc3ccccc3)N(Cc3ccco3)C2=O)ccc1OC(C)C(=O)O (stereo not drawn),101,94,93,0,0,23,-15,107
Cc1ccc(Oc2ccc(S(=O)(=O)N3CCOCC3)cc2C(N)=O)cc1C,95,90,94,0,4,91,-7,101
CC(C)c1ccc(OCC(=O)Nc2ccc3oc(=O)ccc3c2)cc1,99,93,93,0,9,95,-13,104
O=C(Nc1cnc2sccn2c1=O)c1ccc(Cl)cc1Cl,96,87,102,0,2,95,-4,101
CN1CCN(S(=O)(=O)c2ccc(NC(=O)c3csc4ccccc34)cc2)CC1,99,96,102,2,-1,105,6,106
O=C(COC(=O)CCc1nc2ccccc2c(=O)[nH]1)Nc1ccc(Cl)cn1,100,102,103,4,4,107,4,101
COc1ccc(/C=C2/C(=O)N(Cc3ccccc3)N=C2C)cc1,102,79,108,0,-4,80,.,103
Cc1ccc(S(=O)(=O)n2nc(OC(=O)c3ccccc3C)cc2N)cc1,98,99,90,2,2,71,1,96
CCOC(=O)[C@@H]1[C@H]2COc3ccc(Br)cc3[C@@H]2N2C(=O)N(c3ccc(C(F)(F)F)cc3)C(=O)[C@]12C,97,103,92,0,-2,108,30,99
CC(C)(O)C#Cc1ccc(C(=O)NCc2ccccc2)s1,95,92,88,1,3,97,6,89
O=C(N/N=C/c1ccc([N+](=O)[O-])o1)c1ccccc1-n1cccc1,99,100,96,1,3,98,2,100
CCCCCCn1c(CN2CCN(C)CC2)nc2c1c(=O)n(C)c(=O)n2C,108,98,116,8,-6,99,2,100
Cc1nn(Cc2ccccc2)c(C)c1NC(=O)c1cc(-c2ccco2)on1,99,106,94,1,0,100,-6,91
COc1nc(N)nc(NC23CC4CC(CC(C4)C2)C3)n1,96,.,91,3,13,96,9,93
Cc1cc(C)n(C(=O)CNC(=O)c2ccccc2F)n1,98,99,94,2,1,94,31,89
Cc1cc(NC(=O)CCC(=O)N(C2CC2)C2(C(=O)NC3CCCC3)CCC(C)CC2)no1 (stereo not drawn),100,100,98,1,-9,103,6,105
NC(=O)CSc1nnc(-c2cccs2)n1Cc1ccco1,102,112,117,0,-18,115,-2,92
COc1cccc(C(=O)NNC(=O)c2sccc2-n2cccc2)c1,105,99,104,0,18,101,2,107
CCOc1ccc2nc(SCC(=O)Nc3ccc4c(c3)OCO4)sc2c1,96,100,90,0,1,88,5,115
OCCN(CCO)CC(O)COc1ccc(Br)cc1 (stereo not drawn),102&104,101&94,109&119,1&2,4&-4,112&109,6&16,97&96
COc1ccc(/C=C/C2=NN(Cc3ccccc3)C(=O)CC2)cc1,89,.,85,3,-10,86,-2,94
Clc1ccc(N2CCCCCC2)nn1,96,94,92,0,i,100,17,97
O=C(NCc1ccc(F)cc1Cl)C1CC(=O)N(C2CCCCCCC2)C1 (stereo not drawn),103,101,99,0,-3,107,11,102
OCCNc1nc2ccccc2n1-c1ccccc1,98,100,113,1,1,103,10,103
Cc1ccc(C)c(OCCC(=O)OCC(=O)NCc2ccccc2)c1,97,98,103,0,0,98,1,90
CCC(=O)NCc1c(Cl)cccc1-n1cccc1,100,108,103,2,1,96,8,110
CC(=O)N1CCc2cc(S(=O)(=O)N3CCCCCC3)ccc21,99,100,94,0,-4,101,0,100
COc1cccc2cc(C(=O)N(C)C3CCN(C)CC3)c(=O)oc12,102,107,104,1,-4,106,0,102
O=C(C1CCCN(S(=O)(=O)Cc2ccccc2)C1)N1CCc2ccccc21 (stereo not drawn),94,100,96,0,9,98,0,96
Cc1oc2cc3oc(=O)c(CC(=O)N[C@H](C(=O)N[C@@H](C(=O)O)c4ccccc4)C(C)C)c(C)c3cc2c1C,100,103,103,0,?,102,18,108
O=C(COc1ccccc1Br)Nc1ccc2c(c1)OCCCO2,106,97,102,5,4,93,10,106
CC(Oc1ccc(C(C)(C)C)cc1)C(=O)NCC(c1ccco1)N1CCCC1 (stereo not drawn),93,90,86,0,0,92,2,92
COc1ccc(Cl)cc1S(=O)(=O)N1CCCC1,101,99,104,1,3,107,7,107

# Remaining list, next part
SMILES,RPL19A-GFP yeast,CIT2 TOR yeast,LAP4-GFP MLPCN,GRK2 aptamer HTS,GASC-1 inh,AGP1-GFP MLPCN,VLA-4 inh,MEP2 TOR yeast
Cc1noc(C(=O)N2CC3(C)CC2CC(C)(C)C3)c1Cl (stereo not drawn),105,103,98,1,-9,101,30,96
Cc1c(CC(=O)N2CCN(C(=O)C3COc4ccccc4O3)CC2)c(=O)oc2c(O)c(O)ccc12 (stereo not drawn),97,98,92,34,-40,100,3,100
COc1cccc(CN2CC(O)=C(c3nc(-c4ccc(Cl)cc4)cs3)C2=N)c1,103,111,100,0,5,108,1,118
O=C(NCc1ccncc1)C12CC3CC(CC(Cl)(C3)C1)C2,91,84,145,0,38,96,-9,225*
COc1ccc(-c2cc(C(=O)NCCCN3CCOCC3)c3ccccc3n2)cc1OC,98,103,99,0,.,107,4,99
O=C(Cn1cnc2c(cnn2-c2ccc(Cl)cc2)c1=O)NC1CCCCC1,101,99,88,0,.,100,39,89
Cc1ccc(C)c(N2CCN(C(=O)C3CCCN(S(=O)(=O)c4c(C)[nH]c(=O)[nH]c4=O)C3)CC2)c1 (stereo not drawn),96,107,95,1,5,97,4,105
CCC1CCCCN1CCCNC(=O)CS(=O)(=O)Cc1nc(-c2cccc(OC)c2)oc1C (stereo not drawn),101,106,92,0,2,105,8,108
CC1(C)C=Cc2c(ccc3c2OC[C@@H](c2ccc(O)cc2O)C3)O1,98,83,114,1,5,90,14,110
COc1ccc2c(ccc[n+]2CC(=O)c2ccccc2)c1,103,101,102,0,-2,103,6,107
COc1ccc2oc(-c3ccc(C)c(NC(=O)c4ccc(N5CCOCC5)c([N+](=O)[O-])c4)c3)nc2c1,97,92,103,2,-3,100,12,101
O=C(NCCCN1CCOCC1)c1cc(Cl)ccc1Cl,102,98,96,2,-32,101,10,101
Cc1nnnn1/C(=C\c1ccccc1)C(=O)OCC(=O)N(C)C1CCS(=O)(=O)C1 (stereo not drawn),95,97,98,0,-3,96,1,98
CCOc1c(Br)cc(C(=O)OCC(=O)N2CCc3ccccc3C2)cc1OC,94,84,98,2,-6,89,-29,92

# Outcome played no part in choosing rows; overall some 1.7% were active at least once.
